Scp-1 inhibitor: inhibitors of human Scp-1 phosphatase; actives 0.88% (n = 340,000); Recombinant Scp1, phosphopeptide, malachite green phosphate absorbance; inhibition, % at 20 µM;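 active = inhibition above about 50% at 20 µM, limit read from the data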;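 also: plate controls were DMSO wells with enzyme for no effect and wells lacking enzyme for full effect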
Target sequence (Q9GZU7 76-261 limits assumed): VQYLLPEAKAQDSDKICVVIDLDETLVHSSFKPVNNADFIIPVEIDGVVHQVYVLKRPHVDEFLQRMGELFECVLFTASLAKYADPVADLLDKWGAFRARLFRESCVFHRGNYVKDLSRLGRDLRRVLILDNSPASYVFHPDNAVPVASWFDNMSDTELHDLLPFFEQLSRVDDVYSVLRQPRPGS
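Incubation: 45 min enzyme reaction at room temperature / System: truncated SCP-1 phosphatase (76-261aa) / Reagent: Phospho 17-mer peptide substrate / Buffer or medium: Acidic Tris acetate buffer with magnesium and detergent / Signal: absorbance at 630 nm / Doses: one concentration, 20 µM, with 1.0% DMSO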
TbMetRS inhib: Trypanosoma brucei MetRS inhibition; purified T. brucei MetRS, ATP depletion, Kinase-Glo luminescence; actives 0.4% (n = 360,000); inhibition, % at 11.9 µM;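 active = inhibition above a per-plate cutoff of the control wells' mean inhibition plus 3 SD, cut at about 5.5% in these data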;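 also: 0% = DMSO wells median and 100% = median of wells with control inhibitor compound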
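Test system: purified T. brucei MetRS enzyme. Also added: ATP, methionine and E. coli bulk tRNA substrates. Compound: 11.9 µM single point. Schedule: 15 min enzyme-compound preincubation, 2 h reaction, 10 min detection, 25 °C. Signal: luciferase luminescence of residual ATP, Kinase-Glo. Evaluation: percent inhibition versus plate control medians. Controls: DMSO wells, low control.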
MsrA inh: inhibits bovine methionine sulfoxide reductase A; purified bovine MsrA, absorbance read-out; inhibition, % at 15.5 µM; actives 0.75% (n = 360,000); AID 651718; in the data active = inhibition above about 4.5%;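 also: 0% = vehicle wells with enzyme and 100% = reference inhibitor wells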
STEP block: inhibitors of human striatal-enriched phosphatase STEP; actives 0.25% (n = 360,000); P54829; inhibition, % at 20 µM; AID 588621; recombinant STEP, OMFP fluorogenic substrate, fluorescence;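 active = inhibition at 20 µM, scaled per plate between control wells, above about 37%, limit read from the data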;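 also: 0% = DMSO with enzyme and substrate and 100% = substrate only without enzyme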
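System: STEP phosphatase, cell-free reaction; Buffer or medium: Bis-Tris pH 6.0 buffer with DTT, detergent; Incubation: 20 min at room temperature, dark; Measured by: fluorescence, 480/540 nm.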
LMPTP inh: blocks human LMPTP phosphatase | actives 0.22% (n = 360,000) | P24666 | recombinant LMPTP-A, OMFP fluorogenic substrate, fluorescence intensity | AID 651560 | inhibition, % at 20 µM;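 active = compounds that cut the enzyme signal by at least half of the control window in the single-dose screen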;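 also: plate controls were DMSO wells with enzyme plus substrate for no effect and substrate without enzyme for full effect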
Target sequence (P24666 whole entry, looked up): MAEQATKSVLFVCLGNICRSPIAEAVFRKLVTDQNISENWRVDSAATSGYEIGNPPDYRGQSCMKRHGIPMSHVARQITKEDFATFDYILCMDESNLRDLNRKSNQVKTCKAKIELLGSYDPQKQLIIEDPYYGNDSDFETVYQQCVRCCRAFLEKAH
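Assay system: LMPTP-A phosphatase enzyme | Input: 0.625 nM enzyme | Also added: Fluorogenic phosphatase substrate OMFP at 400 µM final | Compound dosing: One test concentration per compound, 20 µM, with 3% DMSO overall | Schedule: 50 min enzyme reaction at room temperature, protected from light | Signal: Fluorescence intensity | Benchmarks: no-enzyme and uninhibited controls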
CSN inh: CSN deneddylation inhibition; Q92905; Purified CSN, SCF-Nedd8-OG deneddylation, fluorescence polarization; inhibition, % at 12.5 µM; actives 0.38% (n = 360,000); AID 651999;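 active = pattern-corrected inhibition above about 35%, with an unprinted fluorescence ratio check between 0.5 and 1.5, limit read from the data, passing the limit was not always enough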;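 also: 0% = enzyme with substrate and 100% = substrate without enzyme; some results filed as inactive read as strong as hits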
Target sequence (Q92905 whole entry, looked up, one chain of several): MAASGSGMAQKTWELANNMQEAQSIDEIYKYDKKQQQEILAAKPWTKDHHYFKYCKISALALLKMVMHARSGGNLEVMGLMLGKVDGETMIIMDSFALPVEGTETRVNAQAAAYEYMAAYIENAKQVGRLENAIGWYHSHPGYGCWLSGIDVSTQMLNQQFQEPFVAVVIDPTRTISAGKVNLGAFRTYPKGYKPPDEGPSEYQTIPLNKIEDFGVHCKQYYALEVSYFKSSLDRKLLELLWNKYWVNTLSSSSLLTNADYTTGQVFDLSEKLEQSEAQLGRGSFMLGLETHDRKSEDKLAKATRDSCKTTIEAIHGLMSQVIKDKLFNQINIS
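Test system: Human Csn5 produced in HEK293T cells | Compound: 12.5 µM single point | Times: 90 min, room temperature | Signal: Fluorescence polarization readout | Read-out basis: % inhibition of substrate cleavage by Csn5 | Controls: no-enzyme wells high, enzyme-with-substrate wells low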
SUMO1 PPI mod: SUMO1-SIM interaction modulation | inhibition, % at 20 µM | SUMO1 binding to a labelled peptide, TR-FRET, 1 h | P63165 | AID 602429 | actives 0.33% (n = 360,000); in the data active = inhibition above about 37%
Target sequence (P63165 whole entry, looked up): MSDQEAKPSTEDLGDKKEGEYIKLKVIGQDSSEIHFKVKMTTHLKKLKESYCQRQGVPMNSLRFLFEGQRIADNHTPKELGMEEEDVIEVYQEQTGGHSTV
NadD block: NadD (S. aureus) enzyme inhibition; purified NadD enzyme, colorimetric absorbance read-out; inhibition, % at 20 µM; actives 0.78% (n = 360,000); AID 602399; in the data active = inhibition above about 26%; also: some compounds past the cut are filed as inactive
DNMT1 inh: DNMT1 (human) enzyme inhibition. P26358. DNMT1 molecular beacon, Hinp1I cleavage, fluorescence. inhibition (reported as % activation of signal), % at 10 µM. actives 0.83% (n = 360,000); in the data active = inhibition above about 50%
Rpn11 block: Rpn11 (human) deubiquitinase inhibition. O00487. human 26S proteasome, Ub4-pepOG fluorescence polarization; 20S core pre-blocked with epoxomicin. calls only at 20 µM. actives 0.59% (n = 360,000);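 active = inhibition at 20 µM, scaled to each plate's controls, above about 33%, limit read from the data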
* hit, by the source's call; i = inactive; x = no result given.

SMILES | Scp-1 inhibitor | TbMetRS inhib | MsrA inh | STEP block | LMPTP inh | CSN inh | SUMO1 PPI mod | NadD block | DNMT1 inh | Rpn11 block
CC(=O)N1c2ccccc2Nc2ccccc21 | 6 | 0.2 | 0.8 | -4 | -1.6 | 1 | -6 | 5 | 39 | i
CC(=O)C[C@@H]1OC[C@H](C(C)C)N1S(=O)(=O)c1ccc(C)cc1 | x | -0.7 | -1.5 | x | 0.1 | -2 | 2 | x | x | x
Nc1cc(N)nc(SCC(=O)Nc2ccc3c(c2)OCO3)n1 | -5 | -0.2 | 0.9 | -1 | 0.0 | 4 | 2 | -1 | -2 | i
O=C(CSc1ccccc1F)NCCCN1CCCC1=O | -3 | -0.5 | -0.7 | -1 | 0.5 | 2 | -1 | -4 | 0 | i
CS(=O)(=O)c1ccc2nc(NC(=O)c3cc(-c4ccccc4)nn3-c3ccccc3)sc2c1 | -5 | -0.8 | 0.5 | 0 | 0.3 | 4 | 23 | 11 | 0 | i
COc1cc(NC(=O)Cc2cccs2)ccc1-n1cnnn1 | -4 | 0.2 | 1.3 | 1 | -2.5 | -8 | -5 | 2 | 1 | i
O=C(Nc1nnc(SCc2ccccc2F)s1)C1=COCCO1 | -7 | -0.1 | -0.1 | 2 | -0.7 | 5 | 1 | -6 | 1 | i
CCn1cc(CN2CCC(n3nccc3NC(=O)C(OC)c3ccccc3)CC2)cn1 (centres undefined) | -7 | -0.2 | -0.4 | -2 | -0.7 | 1 | 0 | -1 | 0 | i
CCN(CC)c1ccc(C=Nc2ccc(OC)c(S(=O)(=O)N3CCOCC3)c2)c(O)c1 | -12 | -0.3 | 3.8 | 0 | -0.2 | -3 | -25 | 4 | -2 | i
COc1ccc(OC)c(-c2csc(CCn3nc(C)cc3C)n2)c1 | 2 | -0.4 | -1.2 | 1 | 0.3 | -1 | 1 | -11 | -3 | i
CCc1noc(C)c1C(=O)Nc1nnc(CC(C)C)s1 | -3 | -0.2 | -0.4 | 1 | -1.8 | -3 | 8 | -3 | -2 | i
CCCCC1CCC(C(=O)NCC(c2ccco2)N2CCOCC2)CC1 (centres undefined) | x | -0.1 | 1.8 | -1 | 0.0 | 1 | -2 | -3 | -3 | i
C1=C(c2ccccc2)Nc2nnnn2C1c1cccs1 (centres undefined) | 1 | -1.3 | 0.9 | -1 | -6.3 | -4 | -7 | -4 | 0 | i
Cc1ccc(C)c(OCC(=O)Nc2ccc(C(=O)O)cc2NC(=O)COc2cc(C)ccc2C)c1 | -6 | 0.3 | -0.5 | -3 | -1.1 | 3 | 1 | 9 | -2 | i
Nc1nonc1-n1nnc(C(=O)N/N=C/c2ccccc2Cl)c1-c1ccccc1 | -9 | -0.6 | 1.4 | -1 | 0.2 | -2 | -4 | -1 | 1 | i
CC1(C)CC(=S)Nc2ccccc2S1 | 3 | -0.2 | -0.4 | 1 | -0.6 | -3 | 1 | 0 | -2 | i
COc1ccc(CCNS(=O)(=O)c2ccc3oc(C(=O)O)c(C)c3c2)cc1OC | -9 | -0.6 | 0.5 | -1 | -1.1 | 1 | 3 | 1 | 6 | i
O=C(Nc1ccc(S(=O)(=O)Nc2ccccn2)cc1)c1ccc(Cl)cc1Cl | -2 | 3.0 | 0.5 | -2 | 1.4 | -6 | 4 | 0 | 3 | i
O=C(CN1C(=O)NC2(CCCCCC2)C1=O)NCc1ccc(Cl)cc1 | -5 | -0.4 | -0.1 | -2 | 0.2 | 2 | 4 | 3 | 3 | i
Cc1cc(N2CCCCC2)nc(N)n1 | 1 | -0.4 | -0.3 | 0 | 1.2 | 0 | 4 | -1 | 2 | i

7 of these compounds, reformatted.
Every second line gives: Scp-1 inhibitor	TbMetRS inhib	MsrA inh	STEP block	LMPTP inh	CSN inh	SUMO1 PPI mod	NadD block	DNMT1 inh	Rpn11 block
CC(=O)N1c2ccccc2Nc2ccccc21
  6	0.2	0.8	-4	-1.6	1	-6	5	39	i
CC(=O)C[C@@H]1OC[C@H](C(C)C)N1S(=O)(=O)c1ccc(C)cc1
  x	-0.7	-1.5	x	0.1	-2	2	x	x	x
Nc1cc(N)nc(SCC(=O)Nc2ccc3c(c2)OCO3)n1
  -5	-0.2	0.9	-1	0.0	4	2	-1	-2	i
O=C(CSc1ccccc1F)NCCCN1CCCC1=O
  -3	-0.5	-0.7	-1	0.5	2	-1	-4	0	i
CS(=O)(=O)c1ccc2nc(NC(=O)c3cc(-c4ccccc4)nn3-c3ccccc3)sc2c1
  -5	-0.8	0.5	0	0.3	4	23	11	0	i
COc1cc(NC(=O)Cc2cccs2)ccc1-n1cnnn1
  -4	0.2	1.3	1	-2.5	-8	-5	2	1	i
O=C(Nc1nnc(SCc2ccccc2F)s1)C1=COCCO1
  -7	-0.1	-0.1	2	-0.7	5	1	-6	1	i

New compounds follow:
SMILES | Scp-1 inhibitor | TbMetRS inhib | MsrA inh | STEP block | LMPTP inh | CSN inh | SUMO1 PPI mod | NadD block | DNMT1 inh | Rpn11 block
CC1=C(C(=O)N2CCOCC2)CC(CC(=O)NCCCN(C)C)C(=O)N1CCCN1CCCC1=O (centres undefined) | x | 0.1 | -1.8 | x | -3.8 | 0 | 0 | 8 | x | x
CCOc1cc(C2NC(=O)NC(O)(C(F)(F)F)C2C(=O)c2ccc(OC)cc2)ccc1O (centres undefined) | 0 | 0.0 | 1.3 | 2 | -2.0 | 4 | 4 | 18 | 0 | i
CCOc1cc(/C=C(\C#N)C(=O)Nc2ccccn2)ccc1O | -3 | 0.0 | 1.1 | -2 | -2.5 | 4 | -17 | 2 | 0 | i
Cc1ccc(NC2CCCN(C(=O)c3cccc4nccnc34)C2)cc1C (centres undefined) | -2 | 0.0 | -1.2 | 4 | -1.1 | -6 | -5 | -1 | -7 | i
Nc1n[nH]c(-c2cccc([N+](=O)[O-])c2)n1 | -8 | 0.4 | -0.1 | -3 | -0.7 | -15 | -13 | 0 | -1 | i
N#Cc1ccc(OCC(=O)N2CCN(c3ccc(C(F)(F)F)cn3)CC2)cc1 | 0 | -0.4 | -0.9 | 0 | -0.6 | 0 | -1 | 11 | 0 | i
Nc1ccc(C(=O)OC2CCOC2=O)cc1[N+](=O)[O-] (centres undefined) | -2 | 0.0 | -0.8 | 2 | -2.2 | 4 | -18 | 2 | 5 | i
O=C(c1ccc(Cl)cc1)N1CCn2c1nc1ccccc12 | -2 | 0.3 | 0.4 | 2 | -0.9 | -2 | 1 | -3 | 3 | i
COc1ccc(-c2nc(-n3c(C)c(C(C)=O)c(C(C)=O)c3C)sc2C)cc1 | -5 | -0.2 | -1.0 | 0 | -0.4 | 3 | 1 | 2 | -3 | i
COc1cc(-c2noc(C3CCCN(C(=O)c4ccccc4)C3)n2)cc(OC)c1OC (centres undefined) | -8 | -0.2 | 1.3 | -1 | 0.0 | 1 | -3 | -2 | -1 | i
CCCCC[C@@H]1[C@H]2[C@H]3C(=O)N(c4ccccc4)C(=O)[C@H]3CC(=O)[C@H]2[C@H](c2ccccc2)N1S(=O)(=O)c1ccc(C)cc1 | x | -0.3 | -0.9 | 0 | -0.2 | 1 | 2 | 15 | -6 | i
Cc1ccc2[nH]c(=O)c(CN(Cc3ccccc3)C(=S)NCCCN(C)C)cc2c1 | -1 | 7.0* | 0.3 | 3 | -0.7 | -3 | 0 | 2 | -4 | i
Cc1cc(C)n(CCN(C)C(=O)CCc2nnc(CCC3CCCCC3)o2)n1 | -4 | 0.6 | 1.0 | -1 | -0.1 | 4 | 3 | -3 | -1 | i
CCN1C(=O)[C@H]2[C@@H](c3ccc(C)cc3)N[C@]3(CCCN(Cc4ccc(OC)cc4)C3=O)[C@H]2C1=O | x | 0.5 | -0.1 | 1 | -2.9 | -5 | 2 | 1 | 6 | i
CC(=O)c1c(C)oc2ccc(N(C(C)=O)S(=O)(=O)c3ccc(Br)cc3)cc12 | -9 | 0.3 | 0.4 | 0 | 2.3 | -1 | 1 | -11 | -2 | i
CCn1cnc2cc(NC(=O)c3ccco3)ccc21 | -8 | -0.9 | 0.1 | 3 | -0.5 | -1 | -1 | 5 | 2 | i
O=C(NCCCN1CCCC(O)C1)c1cc(COc2ccc(F)cc2F)on1 (centres undefined) | -9 | -0.2 | -0.3 | 0 | 1.9 | 2 | -7 | -3 | -7 | i
COc1ccccc1NC(=O)c1ccccc1Nc1ccccc1 | -22 | -0.8 | -0.2 | 2 | 4.2 | -3 | 8 | -7 | -2 | i
O=C(NNC(=O)c1ccc(-c2ccc([N+](=O)[O-])cc2)o1)c1ccncc1 | -5 | -0.2 | 2.9 | 0 | 0.9 | 3 | -32 | 13 | -6 | i
Cn1c(=N)n(CC(=O)c2ccc(F)cc2)c2ccccc21 | -12 | -1.0 | 0.0 | -1 | 0.7 | 2 | 1 | 0 | 2 | i
CCOC(=O)[C@H]1[C@H]2COc3ccc(Cl)cc3[C@H]2N2C(=O)CNC(=O)[C@@]12C | -6 | -0.3 | -0.3 | 8 | 0.4 | -1 | 3 | -2 | 0 | i
O=C(Nc1ccccc1C(=O)NCc1ccco1)Nc1cccc2ccccc12 | -7 | 0.3 | -0.2 | 3 | 1.3 | 10 | 0 | -3 | -5 | i
CC12CC3CC(C)(C1)CC(C(=O)NC(=S)N1CCOCC1)(C3)C2 | -7 | -0.2 | 3.0 | 4 | 0.5 | 0 | 0 | 0 | -3 | i
c1ccc(-c2nnn(C34CC5CC(CC(C5)C3)C4)n2)cc1 | -9 | -1.0 | 0.2 | -1 | 1.8 | -2 | 3 | -6 | 2 | i
Cc1cc2c(=O)n(CC(=O)NCC(=O)Nc3ccc(C(C)C)cc3)cnc2s1 | 7 | -0.6 | -2.1 | -1 | 0.7 | -4 | 12 | -4 | 8 | i
COc1ccc(NC(=O)CSc2nnc(-c3ccccn3)n2-c2ccccc2)cc1OC | -5 | -0.2 | -0.7 | 0 | 0.1 | -1 | -3 | 5 | -2 | i
